DDE Tn6 FP inh – inhibitors of Tn6 peptide binding to human fibrin DD(E); inhibition, % at 8.3 µM; AID 720509; 0.21% of 370,000 active; Fibrin DD(E) TRITC-Tn6 fluorescence polarization displacement;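 active means inhibition above a per-campaign cutoff: mean of compounds within control limits plus 3 SD, cut at about 15% in these data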;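 further: 0% = median of all compound wells on the plate and 100% = blocking peptide control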
Target sequence (P02675 whole entry, looked up): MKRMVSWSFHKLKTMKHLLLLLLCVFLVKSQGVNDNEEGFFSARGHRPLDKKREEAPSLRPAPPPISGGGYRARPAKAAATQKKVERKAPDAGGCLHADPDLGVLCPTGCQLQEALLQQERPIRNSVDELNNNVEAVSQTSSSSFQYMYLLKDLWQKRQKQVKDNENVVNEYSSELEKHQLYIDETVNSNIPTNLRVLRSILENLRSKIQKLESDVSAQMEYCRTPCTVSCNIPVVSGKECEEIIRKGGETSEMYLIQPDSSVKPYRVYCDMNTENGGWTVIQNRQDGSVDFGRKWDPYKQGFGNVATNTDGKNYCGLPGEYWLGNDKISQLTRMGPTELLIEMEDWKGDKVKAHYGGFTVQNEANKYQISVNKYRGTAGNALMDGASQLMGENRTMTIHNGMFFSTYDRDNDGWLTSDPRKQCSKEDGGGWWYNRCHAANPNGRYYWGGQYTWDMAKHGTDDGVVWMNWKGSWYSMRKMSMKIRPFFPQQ
PLC-beta3 inh – PLC-beta3 (human) inhibition, primary screen; inhibition, % at 12.2 µM; Purified PLC-beta3, fluorogenic substrate, fluorescence; Q01970; AID 720704; 0.18% of 370,000 active; in the data active means inhibition above about 11%;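 further: 0% = median of compound wells on plate and 100% = full blocker control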
PLCg1 inh – inhibitors of human phospholipase C gamma1. inhibition, % at 12.2 µM. 0.84% of 370,000 active. P19174. purified PLC-gamma1, fluorogenic substrate, fluorescence. AID 720700; in the data active means inhibition above about 9.5%
SIAE primary – human SIAE inhibition, primary screen | Q9HAT2 | SIAE FP-Rh probe binding, fluorescence polarization | inhibition, % at 9.66 µM | 0.69% of 370,000 active | AID 1053197;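 active means inhibition above a cutoff: mean of compounds within the control limits plus 3 SD of those, cut at about 17% in these data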;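 further: 0% = plate median of compound wells and 100% = probe without SIAE protein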
Tn7 DDE FP – DD(E)-Tn7 binding inhibition, primary FP screen; AID 720508; FP displacement of FITC-Tn7 peptide from fibrin DD(E); 0% = median of compound wells per plate; 0.13% of 370,000 active; inhibition, % at 8.3 µM;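 active means inhibition above the mean of compounds falling within the control limits plus 3 SD of them, cut at about 14% in these data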;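 further: 0% = plate median of compound wells and 100% = 10 µM Aha-Tn7 peptide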
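Assay system: human fibrin DD(E). Input: DD(E) 2 µM final. Medium: Tris buffer with calcium and detergent, pH 7.8. Compound dosing: single point at 8.3 µM. Timing: 10 min plus 3 h, room temperature. Technique: fluorescence polarization of the labelled Tn7 tracer. Read-out: percent inhibition. Replicates: singlicate testing.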
TDP2 absorb – blocks human TDP2 phosphodiesterase activity | O95551 | inhibition, % at 12.8 µM | AID 720702 | recombinant TDP2, T5PNP hydrolysis, p-nitrophenol absorbance 415 nm | 0.34% of 370,000 active;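 active means inhibition above the mean of all tested compounds plus 3 SD, set per campaign, cut at about 25% in these data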;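 further: 0% = DMSO with enzyme and 100% = buffer with substrate but no TDP2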
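System – recombinant human TDP2 · Quantity – TDP2 enzyme at 120 nM final · Doses – single concentration, 12.8 µM nominal, with 1% DMSO · Incubation – 2 h at 37 °C · Measured by – epi absorbance of p-nitrophenol freed from T5PNP by hydrolysis · Read-out – % inhibition relative to enzyme-containing and enzyme-free wells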
ADAM17 inh – inhibits human ADAM17; recombinant ADAM17, EDANS/DABCYL FRET peptide cleavage; inhibition, % at 6.95 µM; 0.83% of 370,000 active; AID 720648;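 active means inhibition above the mean of compounds lying between control limits plus 3 SD, set per campaign, cut at about 8.5% in these data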;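 further: 0% = DMSO-only wells as the low control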
ADAM10 inh – ADAM10 inhibition, QFRET primary screen; O14672; 0.62% of 370,000 active; inhibition, % at 7 µM; recombinant ADAM10, EDANS/DABCYL FRET peptide cleavage, 3 h;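 active means inhibition above a per-campaign cutoff equal to the mean of compounds falling between control-based bounds plus 3 SD, cut at about 20% in these data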;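 further: 0% = DMSO wells while the 100% control is not disclosed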
ARFGAP1 inh – inhibitors of rat ARFGAP1. Q62848. Arfgap1-stimulated ARF1 GTP hydrolysis, GDP FP detection. inhibition, % at 16.5 µM. 0.26% of 360,000 active;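 active means inhibition above a per-plate limit, mean inhibition of low control wells plus 3 SD, cut at about 25% in these data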;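 further: 0% = DMSO wells with enzyme and 100% = wells lacking Arfgap1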
Target sequence (Q62848 1-136 limits assumed): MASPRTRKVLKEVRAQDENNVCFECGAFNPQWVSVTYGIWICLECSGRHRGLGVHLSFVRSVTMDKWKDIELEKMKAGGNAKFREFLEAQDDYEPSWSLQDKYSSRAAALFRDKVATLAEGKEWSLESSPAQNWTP
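System: truncated rat Arfgap1 GAP domain / Benchmarks: high control wells lacking Arfgap1, low control full reaction with DMSO / Times: compound-enzyme preincubation 20 min, reaction 120 min, detection 60 min, 25 °C / Repeats: one replicate per compound / Also added: human ARF1(Δ1-17)-GTP substrate / Measured by: Tracer-displacement fluorescence polarization with EDTA stop, 620/688 nm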
ASAP1 GAP inh – inhibitors of human ASAP1 ArfGAP activity; Q9ULH1; ASAP1-stimulated ARF1 GTP hydrolysis, GDP FP detection; inhibition, % at 16.5 µM; 0.19% of 360,000 active; AID 624377; in the data active means inhibition above about 25%;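 further: 0% = vehicle with enzyme and substrate and 100% = no enzyme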
Starred values were filed as active, the others as inactive; . = not tested or not shown.

SMILES	DDE Tn6 FP inh	PLC-beta3 inh	PLCg1 inh	SIAE primary	Tn7 DDE FP	TDP2 absorb	ADAM17 inh	ADAM10 inh	ARFGAP1 inh	ASAP1 GAP inh
O=C(CN1C(=O)c2ccccc2S1(=O)=O)Nc1ccon1	0	0	0	0	5	5	-2	-6	-3	-1
Cc1cccnc1NC(=O)c1ccc(OCC2CCCO2)cc1 (stereo not given)	1	-6	0	-1	0	5	-6	-11	-3	-3
CCOC(=O)c1cc(-c2nnc(-c3cc(OC)c(OC)c(OC)c3)o2)c(C)nc1C	-4	-8	-5	4	-3	-2	-2	-4	6	-11
Cc1ccc(S(=O)(=O)N2CCC(C(=O)OCCOc3cccc(C)c3)CC2)cc1	5	-5	-2	-5	11	-7	1	5	0	14
O=C1COc2ccc(C(=O)COC(=O)c3ccc(Cl)cc3[N+](=O)[O-])cc2N1	1	1	6	1	3	-14	0	6	-2	3
Cc1nn(CC(=O)Nc2ccccc2C(F)(F)F)c(=O)c2cccn12	0	-10	1	2	1	7	-7	-2	2	-1
Cc1ccccc1NC(=O)CSc1n[nH]c(-c2ccco2)n1	-6	-5	-2	-6	0	-1	-9	-4	1	-12
COC(=O)c1ccc(NC(=O)N2CCOCC2)cc1	4	4	2	-6	-4	1	-1	-4	11	-10
CCOC(=O)C1(CCCc2ccccc2)CCN(Cc2ccn[nH]2)CC1	0	-1	2	5	4	8	-3	0	2	4
Cc1c(C(=O)NCCSCc2ccccc2)cccc1[N+](=O)[O-]	6	-2	4	-4	-5	-5	0	11	3	-13
Cc1ccc2nc(NC(=O)c3ccco3)sc2c1	6	-33	-28	-10	2	2	-1	1	1	12
COc1cc(NC(=O)C2CCCN(S(=O)(=O)c3ccccc3[N+](=O)[O-])C2)cc(OC)c1 (stereo not given)	-6	0	7	-14	-4	-10	2	-2	.	.
Cc1ccccc1-c1nc(CS(=O)(=O)CC(=O)N2CCN(C)CC2)c(C)o1	-6	-2	-1	-3	-3	24	-2	-3	-7	-5
O=C(Cn1nnc(-c2cccs2)n1)NCc1ccco1	-5	-3	3	0	-5	-15	-3	3	6	-4
CCCc1nn2c(=O)c(C(c3cccc(Cl)c3)c3c(O)nc4sc(CCC)nn4c3=O)c(O)nc2s1	1	-8	-7	2	0	-3	-1	2	3	12
COc1cccc(CN(C)CC(=O)Nc2ccccc2N2CCOCC2)c1OC	-4	-9	-2	-4	-6	0	-3	-6	2	0
CC1=C(C)CC(C(=O)N2CCN(Cc3ccccc3)CC2)C(C(=O)O)C1 (stereo not given)	-5	2	2	-6	-4	-11	-3	-6	1	5
CCOc1cc(C(=O)Nc2ccc(S(=O)(=O)Nc3cnc4ccccc4n3)cc2)cc(OCC)c1OCC	-1	-49	-35	-16	2	-3	-16	-36	11	3
COC(=S)N/C(=N\S(=O)(=O)c1ccc(Cl)cc1)c1ccccc1	0	2	2	-3	-2	0	-3	-4	7	1
Nc1nc(COC(=O)c2ccc3c(c2)OCCO3)nc(Nc2ccccc2)n1	-3	-1	2	-6	-8	-7	3	-1	8	-11
Cc1ccc2c(c1)C(O)(C1COC(C)(C)CC1=O)C(=O)N2C (stereo not given)	1	2	5	4	1	11	-2	2	0	-12
COc1cc(Nc2c3c(nc4ccccc24)CCC3)cc(OC)c1OC	2	-1	6	14	2	4	0	5	9	-8
COc1ccc(OC)c(S(=O)(=O)n2cnc3ccccc32)c1	-6	-5	3	9	2	-1	-2	-8	-12	14
Cc1ccccc1S(=O)(=O)Cc1ccc(C(=O)NCc2cccnc2)o1	-2	-6	0	-11	-3	-8	-8	-5	3	-3
O=C(COC(=O)C1CCN(S(=O)(=O)c2ccc3c(c2)OCCO3)CC1)NC1CCS(=O)(=O)C1 (stereo not given)	-9	-7	3	1	-1	-3	-2	-11	7	3
CN(C(=O)CSc1nncn1C)C1CCCN(Cc2ccccc2F)C1 (stereo not given)	-1	-5	-4	0	-11	4	-1	-10	15	31*
Cc1nn(CC(N)=O)c(=O)c2ccccc12	-12	-7	-6	3	0	-7	-8	-8	2	-8
COc1ccc(-n2c(COc3ccc(C)cc3)nnc2SCc2ccc(C#N)cc2)cc1	-2	2	7	-5	-4	2	2	17	7	5
COc1cccc(C2(O)CCN(C(=O)c3cccs3)CC2)c1	-3	1	0	4	-5	-3	-2	-5	5	-4
O=c1c2sccc2nc(SCc2cc(=O)n3cc(Cl)ccc3n2)n1-c1ccc(F)cc1	1	-5	-2	-2	6	8	-4	0	7	3
CC(C)(C)n1nnnc1C(c1ccnc2ccccc12)N1CCN(C/C=C/c2ccccc2)CC1 (stereo not given)	1	1	3	2	2	-17	1	-6	1	4
CSCCC(NC(=O)c1ccccc1Br)C(=O)N1CCCCCCC1 (stereo not given)	2	3	4	-12	-3	-22	4	-1	4	12
COc1ccc(CNc2nc3ccccc3n2CCN2CCCCC2)cc1	6	2	4	5	-4	-1	-1	0	3	5
COc1ccccc1C(=O)N1CCC2CCN(C(=O)c3ccccc3)C2C1 (stereo not given)	-2	-1	2	1	2	-1	-7	-12	9	-9
CCOC(=O)C1CCCN(S(=O)(=O)c2ccc3c(c2)N(C(C)=O)CCO3)C1 (stereo not given)	5	-5	2	1	2	-3	-1	-1	-1	3
COc1ccc(OC(=O)c2ccncc2)cc1	-12	-1	-2	1	-1	3	-3	-19	12	-6
OC(CNC1CCCC1)COc1ccc(F)cc1 (stereo not given)	-2	-2	0	4	-9	-6	1	4	6	-14
CCOC(=O)Nc1ccc2c(c1)C(=NNC(=S)NC)c1ccccc1-2	2	-52	-34	15	15*	-4	7	8	8	2
CC1CCCN(C(=S)NC2CCCC2)C1 (stereo not given)	0	1	-1	4	8	7	-5	0	-6	1
COc1ccc(/C=N/NC(=O)Cn2cnc3ccccc3c2=O)cc1OC	1	1	-1	3	5	7	-6	-14	-9	-2
O=C(NCc1ccccc1)c1cccc(NC(=O)C2CCCC2)c1	3	0	0	7	4	8	-4	-14	3	0
Cc1ccc(C(CNC(=O)c2ccc(Br)o2)N2CCN(C)CC2)cc1 (stereo not given)	6	-6	1	5	6	5	-1	1	-2	12
O=C(N/N=C/c1ccc(O)cc1O)C(=O)N/N=C/c1ccc(O)cc1O	-11	-86	-70	5	-4	26*	-3	-12	0	-10
Cn1c2c(c3ccccc31)CCN=C2c1ccccc1	6	-50	-33	5	0	-4	-15	-67	1	11
COc1ccc(-c2nnn(CC(=O)N(C3CCCC3)C(C)C(=O)NC3CCCC3)n2)cc1OC (stereo not given)	-5	0	0	-9	-2	8	-2	0	5	5
O=C(CSc1ccccc1C(=O)N1CCN(c2ccc([N+](=O)[O-])cc2)CC1)N1CCCC1	0	-8	1	-4	-3	-2	4	-14	-3	8
COc1cc(OC)cc(C(=O)NC(C)c2cnn(-c3ccccc3C)c2C)c1 (stereo not given)	1	0	-1	-1	1	1	-2	2	0	-4
COc1ccc(N(CC(O)CN2C(=O)NC(C)(C)C2=O)S(=O)(=O)c2ccccc2)cc1 (stereo not given)	-5	1	-1	2	-5	6	-4	4	3	0
CCc1nnc(NC(=O)c2cc(OC)c(OC)cc2[N+](=O)[O-])s1	-5	-5	1	1	9	-1	-5	2	12	5
